MLL CXXC-DNA inh: blocks binding of human MLL CXXC domain to DNA. MLL-CXXC / FITC-HOXA9 DNA fluorescence polarization. 290,000 tested, 0.037% active. Potency, µM (titrated, usually from 115 µM), without a hit: top-dose activity change, negative = inhibition, hits mostly inhibitors. Q03164; active = well fitted inhibition curve with a large enough effect in the polarisation, with a control signal flat, not every such curve was filed as active; inconclusive = small, poorly fitted or top-dose-only effect, or effect the other way, or a change in a side signal; inactive = no such curve, though single readings can be large or run the other way; the % refers to the polarisation; also: potency is read from the fitted curve at half-maximal effect
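Purified MLL-CXXC (added from a 7 uM solution) was preincubated 5 min at ambient with pinned compounds in 50 mM Tris-HCl pH 7.5, 50 mM NaCl, 1 mM DTT, 0.05% BSA. Fluorescein-labeled HOX-A9 DNA (50 nM solution) followed, 30 min, then polarization read.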
GALK inh: inhibitors of human galactokinase. 270,000 tested, 0.007% active. Potency, µM (top dose mostly 57.5 µM), without a hit: at the highest dose activity change, negative = inhibition, usual class: inhibitors. Purified GALK, Kinase-Glo residual ATP luminescence; also: potency is read from the fitted curve at half-maximal effect; % is scaled to controls: 0 for no effect and ±100 for the full control effect
Target sequence (P51570 whole entry, looked up): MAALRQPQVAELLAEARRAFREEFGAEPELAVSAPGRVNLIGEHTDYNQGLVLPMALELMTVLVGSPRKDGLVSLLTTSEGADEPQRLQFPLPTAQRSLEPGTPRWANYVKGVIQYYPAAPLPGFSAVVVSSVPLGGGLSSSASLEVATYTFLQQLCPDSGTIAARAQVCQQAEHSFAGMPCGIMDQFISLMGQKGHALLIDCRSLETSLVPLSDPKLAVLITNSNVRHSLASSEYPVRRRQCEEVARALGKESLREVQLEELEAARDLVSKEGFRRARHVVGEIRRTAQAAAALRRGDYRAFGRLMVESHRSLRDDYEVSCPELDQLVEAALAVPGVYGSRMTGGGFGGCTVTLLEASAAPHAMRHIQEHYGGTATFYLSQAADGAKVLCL
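Galactose (100 uM) and ATP (35 uM) were turned over by 5 nM GALK for 1 h at RT. Kinase-Glo Plus then converted the remaining ATP into a luminescent signal.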
KCNH2 WT inh: KCNH2 (human, wildtype) channel inhibition; U2OS, BacMam KCNH2, thallium flux FluxOr; stronger effect = lower value; activity change, % at 1.84 µM; 340,000 tested, 0.37% active; AID 720551;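 active = maximum activity change below -70%; inconclusive = maximum activity change between -70% and -50%; inactive = maximum activity change above -50%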; also: % is scaled to controls: 0 for no effect and ±100 for the full control effect
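U2OS cells were transduced with wild-type KCNH2 virus (2.03 x 10^8 / mL) for 4 h at room temperature, then cultured overnight at 37 C. Thallium flux was read with FluxOr dye. Rate constants were normalized to DMSO controls.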
TSHR antag: human thyrotropin receptor antagonism | activity change, negative = inhibition, % at 11.5 µM | TSHR-expressing cells, TSH-stimulated cAMP HTRF, 2 h; stronger effect = lower value | P16473 | 330,000 tested, 0.2% active;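 active = activity change below a set negative limit, meaning inhibition stronger than a set level, cut at about -70% in these data; inconclusive = activity change between two set negative limits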; also: % is scaled to controls: 0 for no effect and ±100 for the full control effect
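Freshly harvested TSHR cells receive pin-tooled compound, then EC80 TSH at 4nM final. After 2 hours at 37 deg C, antibody in lysis buffer and cAMP-d2 are added; 30 minutes at ambient temperature precede the HTRF read.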
Giardia killer: kills Giardia lamblia; Giardia lamblia trophozoite viability; 340,000 tested, 0.15% active; activity change, % at 7.66 µM, hits read low; in the data active = activity change below about -80%; inconclusive = between about -30% and that limit;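 also: parasites exposed to compound for two days anaerobically before the ATP read; % is scaled to controls: 0 for no effect and ±100 for the full control effect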
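Luminescence from cellular ATP indicates surviving trophozoites (100 cells/well) following 48 hrs anaerobic compound treatment at 37 deg C; signal develops 15-30 min at room temperature.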
Chronic BCR inh: blocks chronic active B-cell receptor signaling. ABC-DLBCL IkBa-CBG/CBR reporter, luminescence ratio, 4 h. Potency, µM (titrated, usually from 46.1 µM), for inactives: top-dose ratio change, negative = lower green/red ratio, most hits filed as inhibitors. 340,000 tested, 0.05% active. AID 493014; active = well fitted inhibition curve with a large enough effect in the signal ratio, with a control signal flat, not every such curve was filed as active; inconclusive = small, poorly fitted or top-dose-only effect, or effect the other way, or a change in a side signal; the % refers to the signal ratio;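 also: potency is read from the fitted curve at half-maximal effect; plate controls were basal doxycycline-induced cells for no effect and cells given 10 µM MG132 for full effect; MG132 reads +100%, hits lower the ratio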
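TMD8 human ABC-DLBCL cells with doxycycline-inducible IκBα–green luciferase fusion and unfused red luciferase, in 0.5% FBS medium; compounds up to 46 uM, 4 h at 37C. Green/red luminescence ratio, filter-overlap corrected, fitted to concentration-response curves.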
Coupling enz: inhibits coupling enzyme system, counter-screen for aldolase hits. 290,000 tested, 0.67% active. activity change, negative = inhibition, % at 58.2 µM, hits read low. coupling enzyme system counterscreen, AmpLite Red fluorescence. AID 2472; in the data active = activity change below about -30%; also: % is scaled to controls: 0 for no effect and ±100 for the full control effect
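Activity here indicates interference with the coupling reaction, not aldolase inhibition. Compounds at 57.5 uM final met coupling enzymes for 10 min at RT; substrate and AmpLite Red detection followed, with a 525/598 nm fluorescence read after 20 min.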
Tb PFK inh: inhibitors of T. brucei phosphofructokinase; T. brucei PFK, ADP-Glo luminescence; Potency, µM (series often up to 57.5 µM), inactives show at the top dose activity, negative = inhibition, most hits filed as inhibitors; 330,000 tested, 0.17% active;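 also: potency is read from the fitted curve at half-maximal effect; 0% = uninhibited 1x PFK enzyme wells and -100% = no-enzyme wells; nearly all actives have a fitted effect of over 60% in size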
Target sequence (O15648 whole entry, looked up): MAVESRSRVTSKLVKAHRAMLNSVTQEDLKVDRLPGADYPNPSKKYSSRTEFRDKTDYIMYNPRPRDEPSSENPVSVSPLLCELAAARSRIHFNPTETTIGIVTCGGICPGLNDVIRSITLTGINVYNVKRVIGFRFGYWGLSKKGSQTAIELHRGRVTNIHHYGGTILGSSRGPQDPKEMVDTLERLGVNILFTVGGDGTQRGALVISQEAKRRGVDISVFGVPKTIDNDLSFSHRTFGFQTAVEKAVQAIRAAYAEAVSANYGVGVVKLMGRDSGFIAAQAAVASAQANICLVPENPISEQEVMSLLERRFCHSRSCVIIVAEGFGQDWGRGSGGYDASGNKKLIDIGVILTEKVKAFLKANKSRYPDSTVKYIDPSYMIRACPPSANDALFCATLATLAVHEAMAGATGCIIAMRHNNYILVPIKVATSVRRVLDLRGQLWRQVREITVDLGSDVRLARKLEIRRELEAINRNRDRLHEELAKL
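Activity is normalized to no-enzyme wells (full inhibition) and 1.25 nM enzyme wells (no inhibition). Reaction: 0.5 mM F6P, 0.1 mM ATP, 45 min RT, ADP-Glo luminescence; concentration-response curves fitted and classed by quality.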
A-T KAP1 phos: potential ataxia-telangiectasia treatments restoring KAP-1 phosphorylation. […] A-T fibroblasts, KAP-1 phosphorylation AlphaLISA; neocarzinostatin DNA damage 30 min before lysis. Potency, µM (titrated, usually from 57.5 µM), inactives show at the highest dose activation, usual class: activators. 320,000 tested, 0.19% active; also: potency is read from the fitted curve at half-maximal effect; % of control where 0% means no effect; nearly all actives have a fitted effect of over 45% in size
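ATM-like activity read as KAP-1 phosphorylation via AlphaLISA donor/acceptor antibody pairs after lysis and 6 hr at 25C. Cells were ATM-null patient fibroblasts ([…], hTERT), dosed 60 min, then exposed to the DSB inducer NCS for 30 min.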
TCR act: T cell receptor activation | primary human leukocytes, anti-CD3, IL-2 HTRF, 48 h | Potency, µM (series often up to 9.22 µM), for inactives: at the top dose activation of IL-2 secretion, hits mostly activators | 330,000 tested, under 10 active | AID 504894; also: % of control where 0% means no effect
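IL-2 release read by HTRF sandwich (Eu cryptate donor, d2 acceptor, 665 nm emission) after 48 hr exposure of primary human leukocytes to compound together with anti-CD3 beads in the absence of co-stimulatory signals.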
The depositor's hits bear a star; [ ] = remark or other dose. Unless noted, calls follow the shape of the dose curve; as a rule, active = well fitted curve in the direction sought with a large enough effect; inconclusive = small, poorly fitted or top-dose-only effect, or another doubt; inactive = no such curve, though single readings can be large; an effect the other way counts as inactive or inconclusive. Compounds as they come; overall some 1.6% were active at least once.

Screening Cc1ccc(C(=O)OC(C)C(=O)NCc2ccc3c(c2)OCO3)cc1S(=O)(=O)N1CCOCC1 (configuration not stated) returned MLL CXXC-DNA inh 13%, GALK inh 2%, KCNH2 WT inh 13, TSHR antag 3, Giardia killer 5, Chronic BCR inh 0%, Tb PFK inh -1%, A-T KAP1 phos -5% and TCR act -6%.
Screening COC(=O)C1C(=O)NCC1c1ccc(C)cc1 (configuration not stated) returned MLL CXXC-DNA inh 6%, GALK inh -2%, KCNH2 WT inh -1, TSHR antag 1, Giardia killer 10, Chronic BCR inh 9%, Coupling enz 3, Tb PFK inh -2%, A-T KAP1 phos 3% and TCR act 1%.
CCOC(=O)c1c(C)c(C(=O)O)n(C)c1C was read as MLL CXXC-DNA inh 0%, GALK inh -4%, KCNH2 WT inh 12, TSHR antag 7, Giardia killer -13, Chronic BCR inh 5%, Coupling enz -2, Tb PFK inh -1%, A-T KAP1 phos -1% and TCR act 13%.
`O=C(Cn1c(O)c(/C=C2\C=Nc3ccccc32)sc1=O)N1CCOCC1` gave MLL CXXC-DNA inh 3%, GALK inh -4%, KCNH2 WT inh -8, TSHR antag 9, Giardia killer 6, Chronic BCR inh inconclusive, Coupling enz -7, Tb PFK inh -1%, A-T KAP1 phos -7% and TCR act -10%.
`Cc1ccc(NC(=O)C2CCN(S(=O)(=O)c3cccnc3)CC2)cc1C` gave MLL CXXC-DNA inh -6%, GALK inh -2%, KCNH2 WT inh 19, TSHR antag 5, Giardia killer -4, Chronic BCR inh -3%, Coupling enz 0, Tb PFK inh 2%, A-T KAP1 phos 1% and TCR act 4%.
Screening O=S(=O)(NCCN1CCOCC1)c1ccc(F)c(Cl)c1 returned MLL CXXC-DNA inh -2%, GALK inh -3%, KCNH2 WT inh -4, TSHR antag 10, Giardia killer -11, Chronic BCR inh 6%, Coupling enz 5, Tb PFK inh -16%, A-T KAP1 phos -2% and TCR act -4%.
For C=CCN1C(=O)CSC1=Nc1ccc(NC(C)=O)cc1 the results were MLL CXXC-DNA inh 7%, GALK inh 5%, KCNH2 WT inh 3, TSHR antag 7, Giardia killer -4, Chronic BCR inh -2%, Tb PFK inh 0%, A-T KAP1 phos -1% and TCR act 0%.
Screening CCOC(=O)c1c(C)[nH]c(C)c1S(=O)(=O)N(C)CC(=O)Nc1ccccc1OC returned MLL CXXC-DNA inh 6%, GALK inh 7%, KCNH2 WT inh 4, TSHR antag 3, Giardia killer -28, Chronic BCR inh -3%, Coupling enz 3, Tb PFK inh -3%, A-T KAP1 phos 1% and TCR act -3%.
For Cc1ccc(NC(NC(=O)Cc2ccccc2)C(Cl)(Cl)Cl)cc1 (configuration not stated) the results were MLL CXXC-DNA inh 19%, GALK inh 0%, KCNH2 WT inh 2, TSHR antag 2, Giardia killer -3, Chronic BCR inh inconclusive, Coupling enz -1, Tb PFK inh 8%, A-T KAP1 phos 2% and TCR act 1%[46.1 µM].
`CC1CCN(C(=O)C(C)OC(=O)CSc2ccc([N+](=O)[O-])cc2)CC1` (configuration not stated) gave KCNH2 WT inh 0, TSHR antag 0, Giardia killer -10, Chronic BCR inh 0%, Tb PFK inh -7%, A-T KAP1 phos -6% and TCR act -1%.
CCOC(=O)c1ccc(CSc2ncn[nH]2)o1 was read as MLL CXXC-DNA inh 0%, GALK inh 0%, KCNH2 WT inh -26, TSHR antag -1, Giardia killer -9, Chronic BCR inh 0%, Coupling enz 1, Tb PFK inh 3%, A-T KAP1 phos -8% and TCR act 12%.
`O=C(Nc1ccccc1NS(=O)(=O)c1ccc(F)cc1)C1CCCC1` gave MLL CXXC-DNA inh -3%, GALK inh 0%, KCNH2 WT inh -10, TSHR antag -27, Giardia killer -3, Chronic BCR inh 11%, Coupling enz 3, Tb PFK inh -1%, A-T KAP1 phos 21% and TCR act 3%.
Cc1cccc(NC(=O)C2CC2c2ccccc2)c1C (configuration not stated) was read as MLL CXXC-DNA inh -8%, GALK inh 2%, KCNH2 WT inh -1, TSHR antag 4, Giardia killer -23, Chronic BCR inh 0%, Coupling enz -5, Tb PFK inh 0%, A-T KAP1 phos 7% and TCR act 1%.
CC(C)CNC(=O)COC(=O)c1cc(Cl)cc(Cl)c1N was read as MLL CXXC-DNA inh 8%, GALK inh 1%, KCNH2 WT inh -1, TSHR antag -5, Giardia killer -2, Chronic BCR inh -7%, Coupling enz 1, Tb PFK inh -2%, A-T KAP1 phos 3% and TCR act -1%.
O=C(CCc1nc2ccccc2c(=O)[nH]1)OCc1ccc(Cl)cc1Cl was read as MLL CXXC-DNA inh 1%, GALK inh 5%, KCNH2 WT inh 1, TSHR antag -12, Giardia killer -10, Chronic BCR inh 5%, Coupling enz 4, Tb PFK inh 2%, A-T KAP1 phos 1% and TCR act -5%[46.1 µM].
For COc1ccc(C(C)=O)cc1COC(=O)c1cccnc1SC the results were MLL CXXC-DNA inh 8%, GALK inh -2%, KCNH2 WT inh -9, TSHR antag -10, Giardia killer 26, Chronic BCR inh -28%, Coupling enz 2, Tb PFK inh -1%, A-T KAP1 phos 3% and TCR act -8%.
COc1ccc(S(=O)(=O)N(CC(=O)N/N=C/c2ccccc2C(=O)O)c2ccccc2OC)cc1 was read as MLL CXXC-DNA inh 7%, GALK inh 8%, KCNH2 WT inh 4, TSHR antag 4, Giardia killer 4, Chronic BCR inh 20%, Coupling enz 1, Tb PFK inh -4%, A-T KAP1 phos -4% and TCR act -3%.
Cn1c(SCC(=O)NCC2CCCO2)nnc1-c1ccc(Cl)cc1 (configuration not stated) was read as KCNH2 WT inh -23, TSHR antag -2, Giardia killer -11, Chronic BCR inh 0%, Tb PFK inh -10% and A-T KAP1 phos 17%.
Screening CC(=O)c1cccc(NC(=O)CCc2nnc3ccc(NCc4ccc5c(c4)OCO5)nn23)c1 returned MLL CXXC-DNA inh 12%, GALK inh 1%, KCNH2 WT inh -15, TSHR antag 15, Giardia killer 0, Chronic BCR inh 3%, Coupling enz 2, Tb PFK inh -3%, A-T KAP1 phos -7% and TCR act 5%.
CC(=O)c1cccc(NCC(=O)N2CCN(S(=O)(=O)c3ccccc3)CC2)c1 was read as KCNH2 WT inh -5, TSHR antag 0, Giardia killer 6, Chronic BCR inh -7%, Tb PFK inh -1%, A-T KAP1 phos -8% and TCR act -9%.
Screening CN(C)c1ccc(/C=N/NC(=O)CN2CCCCC2)cc1Br returned MLL CXXC-DNA inh 2%, GALK inh 5%, KCNH2 WT inh 11, TSHR antag -3, Giardia killer inconclusive, Chronic BCR inh -8%, Coupling enz 2, Tb PFK inh -2%, A-T KAP1 phos -11% and TCR act 0%.
Screening O=C1C2CCCN2c2ccc(S(=O)(=O)N3CCOCC3)cc2N1Cc1cccc(C(F)(F)F)c1 (configuration not stated) returned MLL CXXC-DNA inh -7%, GALK inh -1%, TSHR antag -6, Chronic BCR inh 3%, Coupling enz 0, Tb PFK inh 4% and A-T KAP1 phos -3%.
OCc1ccc(O)c2ncccc12 was read as MLL CXXC-DNA inh -16%, GALK inh 2%, KCNH2 WT inh -5, TSHR antag 11, Giardia killer 8, Chronic BCR inh -6%, Coupling enz -4, Tb PFK inh 1%, A-T KAP1 phos 2% and TCR act 4%.
O=C(Cc1c2ccccc2nc2ccccc12)c1ccccc1 was read as MLL CXXC-DNA inh 0%, KCNH2 WT inh 2, TSHR antag -6, Giardia killer -29, Chronic BCR inh 0%, Coupling enz 0, Tb PFK inh 0% and A-T KAP1 phos 7%.
For Cc1cc(N2CCN(c3ccccc3)CC2)n2c(n1)nc1ccccc12 the results were MLL CXXC-DNA inh -7%, GALK inh 4%, KCNH2 WT inh 7, TSHR antag -20, Giardia killer -4, Chronic BCR inh 1%, Coupling enz 0, Tb PFK inh 1%, A-T KAP1 phos -7% and TCR act 1%.
O=C(Cn1cc(C(F)(F)F)ccc1=O)N1CCc2ccccc2C1 was read as KCNH2 WT inh -7, TSHR antag -2, Giardia killer -2, Chronic BCR inh inconclusive, Tb PFK inh 0%, A-T KAP1 phos 3% and TCR act -4%.
`CCc1ccc(Nc2nnc(SCC(=O)Nc3sccc3C(N)=O)s2)cc1` gave MLL CXXC-DNA inh 8%, GALK inh 0%, KCNH2 WT inh 4, TSHR antag 8, Giardia killer -10, Chronic BCR inh inconclusive, Coupling enz -7, Tb PFK inh 3%, A-T KAP1 phos 2% and TCR act 5%[46.1 µM].
Screening COc1ccc(-c2oc(NC(=O)CCl)c(C#N)c2-c2ccc(OC)cc2)cc1 returned MLL CXXC-DNA inh -3%, GALK inh -7%, KCNH2 WT inh 11, TSHR antag -27, Giardia killer -11, Chronic BCR inh inconclusive, Coupling enz -5, Tb PFK inh 1%, A-T KAP1 phos 1% and TCR act 5%.
